Screening data deposited in PubChem BioAssay by several laboratories.
RGS4-Gao reg: human RGS4-Galphao interaction regulation | binding response (% of control), % at 10 µM | 220,000 tested, 0.33% active | Multiplexed bead flow cytometry, RGS4-Galphao binding; actives lie on both sides | P09471; in the data active = binding response below about 49% or above about 150%; inactive = in between;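 note: fluorescent Galphao activated with aluminum fluoride binding bead-coupled RGS4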
Mcl1-Bid inh: disrupts binding of human Mcl-1 to Bid peptide. Q07820. TR-FRET Mcl-1/Bid-Dy647 peptide binding, 1536-well. inhibition, % at 21.7 µM. 220,000 tested, 0.97% active;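 active = compounds that cut the binding signal by more than half at the single screening dose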;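 note: His-tagged Mcl-1 with europium anti-His antibody binding Bid BH3 peptide; 0% = Mcl-1 plus peptide wells and 100% = peptide-only wells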
RGS8-Gao reg: human RGS8-Galphao interaction regulation | multiplexed bead flow cytometry, RGS8-Galphao binding; actives lie on both sides | response (percent of control binding), % at 10 µM | 220,000 tested, 0.34% active; in the data active = response below about 60% or above about 140%; inactive = in between;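 note: Galphao activated as the GDP aluminium fluoride complex binding bead-coupled RGS8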
RGS7-Gao: modulates binding of RGS7 to human Galphao. Multiplexed bead flow cytometry; actives lie on both sides. binding response (% of control), % at 10 µM. 220,000 tested, 0.35% active. AID 1439; in the data active = binding response below about 49% or above about 150%; inconclusive = no clear call, values can overlap the other calls; inactive = in between;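 note: fluorescent Galphao held in activated GDP-AlF4 state binding bead-coupled RGS7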
Mcl1-Noxa inh: Mcl-1/Noxa interaction inhibition; Q07820; TR-FRET Mcl-1/Noxa peptide binding, 2 h; inhibition, % at 21.7 µM; 220,000 tested, 1.5% active;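 active = compounds that cut the protein-peptide binding signal by more than 50% relative to plate controls in a single-dose test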;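 note: His-tagged Mcl-1 with rhodamine Noxa BH3 peptide and terbium anti-His antibody; 0% = Mcl-1 plus Noxa peptide wells and 100% = peptide-only wells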
Avidin fluor: compound fluoresces at 488/530 nm on avidin beads. fluorescence (KMESF) at 10 µM. 220,000 tested, 0.38% active. compound fluorescence 488/530 nm, flow cytometry; stronger effect = higher value; in the data active = fluorescence above about 47; note: inactives centre near 10
ABCG2 inh: inhibitors of human ABCG2 transporter, ABCB1 counter-screen; Q9UNQ0; IgMXP3 cells, JC-1 efflux, flow cytometry; inhibition, % at 6.6 µM; 190,000 tested, 0.1% active; AID 1325;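 active = inhibition above 80%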;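 note: 0% = DMSO and 100% = nicardipine control wells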
Target sequence (Q9UNQ0 whole entry, looked up): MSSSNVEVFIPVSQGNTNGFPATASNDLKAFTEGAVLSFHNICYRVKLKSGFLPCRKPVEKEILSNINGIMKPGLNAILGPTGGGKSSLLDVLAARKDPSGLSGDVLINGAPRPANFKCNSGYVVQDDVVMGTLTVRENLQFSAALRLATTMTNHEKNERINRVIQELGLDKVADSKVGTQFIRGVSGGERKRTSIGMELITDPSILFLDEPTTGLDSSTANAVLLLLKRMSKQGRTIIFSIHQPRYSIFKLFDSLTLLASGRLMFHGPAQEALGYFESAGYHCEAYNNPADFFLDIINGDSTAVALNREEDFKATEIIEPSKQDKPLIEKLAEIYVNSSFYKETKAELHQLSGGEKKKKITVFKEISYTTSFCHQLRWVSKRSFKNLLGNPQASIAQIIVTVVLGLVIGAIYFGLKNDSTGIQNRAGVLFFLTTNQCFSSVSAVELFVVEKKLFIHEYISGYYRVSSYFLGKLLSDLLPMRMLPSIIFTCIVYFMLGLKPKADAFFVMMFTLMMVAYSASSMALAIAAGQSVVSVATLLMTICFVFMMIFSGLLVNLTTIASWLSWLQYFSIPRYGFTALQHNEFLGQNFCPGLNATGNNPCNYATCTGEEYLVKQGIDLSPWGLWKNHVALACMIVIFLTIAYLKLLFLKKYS
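Assay system – ABCG2 IgMXP3 and barcoded ABCB1 CCRF-Adr cell mix · Input – 3 million cells/mL in well · Reagent – JC-1 fluorescent substrate · Compound – single test compound dose, 6.6 µM final · Timing – 10 min exposure at 25 °C with rotation, no wash · Detection – flow cytometry of retained JC-1 fluorescence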
ABCB1 inh: inhibitors of human ABCB1 transporter, ABCG2 counter-screen; inhibition, % at 6.6 µM; CCRF-Adr cells, JC-1 efflux, flow cytometry; AID 1326; 190,000 tested, 0.067% active; in the data active = inhibition above about 40%;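 note: 0% = vehicle and 100% = reference inhibitor; higher value means more JC-1 retained so stronger ABCB1 efflux block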
Pf gametocyte: kills late stage P. falciparum gametocytes. P. falciparum stage V gametocytes, ATP luminescence, 24 h. inhibition, % at 10.9 µM. 150,000 tested, 0.065% active. AID 743093;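 active = inhibition above the mean plus 3 SD of compounds within the control limits, set per campaign, cut at about 38% in these data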;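 note: 0% = DMSO wells and 100% = medium only without gametocytes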
GSH bead fluor: GSH bead compound fluorescence profile; GSH beads flow cytometry, compound fluorescence 488/530 nm; stronger effect = higher value; fluorescence (KMESF) at 10 µM; 190,000 tested, 0.25% active; AID 1776; in the data active = fluorescence above about 89;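 note: glutathione beads carrying GST-tagged Bcl family fusion proteins plus one bare bead set; values are compound well signal with DMSO vehicle wells as background; inactives centre near 16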
Mcl-1 Bim block: human Bim-Mcl-1 interaction inhibition | Q07820 | Bead-based flow cytometry, Bim peptide-Mcl-1 binding | inhibition, % at 10 µM | 190,000 tested, 0.1% active; in the data active = inhibition above about 40%;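 note: 0% = no compound tracer wells and 100% = peptide blocker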
* hit, by the source's call; u = inconclusive; x = not tested or not shown; [ ] = another dose, or the depositor's remark. The list is partial; the hit share may differ from the screen's.

SMILES	RGS4-Gao reg	Mcl1-Bid inh	RGS8-Gao reg	RGS7-Gao	Mcl1-Noxa inh	Avidin fluor	ABCG2 inh	ABCB1 inh	Pf gametocyte	GSH bead fluor	Mcl-1 Bim block
COC(=O)C1C2c3ccccc3C(c3ccccc32)C1C(=O)OC (stereo unspecified)	100	-4	101	99	14	20	3	0.5	4	9	0
COc1ccc(C2C(C(=O)N3CCC4(CC3)OCCO4)c3cc(OC)c(OC)cc3C(=O)N2C)cc1 (stereo unspecified)	94	-29	97	94	4	6	1	0.1	x	43	0
Cc1c(N=Cc2c(O)n(CCc3ccccc3)c(=O)[nH]c2=O)c(=O)n(-c2ccccc2)n1C	98	-12	98	96	21	11	1	0.2	x	14	1
Cc1ccc(-n2nc(C)cc2NC(=O)COc2cc(C)cc3oc(=O)c4c(c23)CCC4)cc1	100	6	99	99	106*	37	4	3.1	x	16	-1
O=C(C1CCN(c2nc3ccc(Br)cc3s2)CC1)N1CCC2(CC1)OCCO2	97	-18	99	97	10	28	2	0.4	x	12	0
COc1ccc(C(=O)C2CCCN(Cc3ccsc3)C2)cc1OC (stereo unspecified)	110	-15	122	107	7	12	4	0.6	15	19	2
CC(=O)OC1N=C(c2ccccc2)c2ccccc2NC1=O (stereo unspecified)	103	-5	103	104	3	37	1	0.3	x	11	0
OCCN(CC#CC(O)(c1ccccc1)C1CCCC1)CCO (stereo unspecified)	105	1	103	101	-1	14	-5	-0.6	x	36	0
O=C1NC(=O)N(CC2CCCO2)C(=O)/C1=C/c1cccs1 (stereo unspecified)	185*[activator]	-44	108	u	13	75*	x	x	8	x	x
CCC(C)C12CN3CCN(CC(C)(C3)C1O)C2 (stereo unspecified)	99	-43	101	99	-13	22	0	0.1	3	10	0
C=CCn1c(O)c(C(CC)=NC(C)c2ccccc2)c(=O)[nH]c1=O (stereo unspecified)	99	-19	101	100	-9	11	1	0.6	x	6	-1
CN1C(=O)C(=Cc2ccc(N3CCCCCC3)o2)C(=O)N(C)C1=S	123	-41	103	114	-10	27	0	0.2	-5	19	-2
CCNc1nc2[nH]c(=O)c3c(c2s1)OC(N)=C(C#N)C3c1cccs1 (stereo unspecified)	96	-25	93	92	16	11	1	0.0	10	43	-3
COC(=O)C1C2c3ccccc3OC1(C)N=c1s/c(=C/c3cnn(C)c3)c(=O)n12 (stereo unspecified)	95	-1	99	100	14	7	0	1.0	x	37	-1
CCCCn1c(O)c(C(CC)=NCCCN(C)C)c(=O)[nH]c1=O	103	-11	105	102	23	14	1	-2.1	-25	32	0
COc1ccc(CCn2c(O)c(C=Nc3ccc(F)cc3)c(=O)[nH]c2=O)cc1OC	95	-13	100	u	2	3	x	x	2	x	x
CCCN1CC(C)C(OC(C)=O)(c2ccccc2)CC1C (stereo unspecified)	103	8	105	102	10	6	2	0.3	x	14	x
C[C@@]1([C@@H](NP(=O)(c2ccccc2)c2ccccc2)c2ccccc2)C[C@H]1CCO	102	3	102	101	8	11	4	1.2	x	17	-1
Cc1ccc(N2C(=O)NC(=O)/C(=C\c3ccoc3)C2=O)cc1	94	-37	95	u	5	7	1	-0.4	x	16	-1
CC(=NCCN1CCCCC1)c1c(O)n(Cc2ccccc2)c(=O)[nH]c1=O	91	-25	94	94	-5	7	4	0.4	1	4	1

Record cards, as listed above. Order of values: RGS4-Gao reg | Mcl1-Bid inh | RGS8-Gao reg | RGS7-Gao | Mcl1-Noxa inh | Avidin fluor | ABCG2 inh | ABCB1 inh | Pf gametocyte | GSH bead fluor | Mcl-1 Bim block
Results for CCCCn1c(O)c(C(CC)=NCCCN(C)C)c(=O)[nH]c1=O → 103 | -11 | 105 | 102 | 23 | 14 | 1 | -2.1 | -25 | 32 | 0
Results for CCCN1CC(C)C(OC(C)=O)(c2ccccc2)CC1C (stereo unspecified) → 103 | 8 | 105 | 102 | 10 | 6 | 2 | 0.3 | x | 14 | x
Results for C=CCn1c(O)c(C(CC)=NC(C)c2ccccc2)c(=O)[nH]c1=O (stereo unspecified) → 99 | -19 | 101 | 100 | -9 | 11 | 1 | 0.6 | x | 6 | -1
Results for CCNc1nc2[nH]c(=O)c3c(c2s1)OC(N)=C(C#N)C3c1cccs1 (stereo unspecified) → 96 | -25 | 93 | 92 | 16 | 11 | 1 | 0.0 | 10 | 43 | -3
Results for COC(=O)C1C2c3ccccc3OC1(C)N=c1s/c(=C/c3cnn(C)c3)c(=O)n12 (stereo unspecified) → 95 | -1 | 99 | 100 | 14 | 7 | 0 | 1.0 | x | 37 | -1

Later entries:
SMILES	RGS4-Gao reg	Mcl1-Bid inh	RGS8-Gao reg	RGS7-Gao	Mcl1-Noxa inh	Avidin fluor	ABCG2 inh	ABCB1 inh	Pf gametocyte	GSH bead fluor	Mcl-1 Bim block
N=C1c2ccccc2CN1c1ncccn1	102	-8	102	93	4	11	0	0.1	4	11	1
Cc1occc1C(=O)N1CCC2(CC1)OCCO2	93	-12	93	92	16	7	-3	0.1	-5	33	-8
Cc1ccc(C2SCC(=O)Nc3c2c(=O)[nH]n3C2CCOC(C)(C)C2)cc1 (stereo unspecified)	96	-29	93	91	14	7	1	0.0	-2	44	1
COc1ccc(OC)c(CN2CCN(C(=O)COc3cccc(C)c3)CC2)c1	99	42	101	99	16	15	35	1.2	x	27	-3
Cc1ccc2ccccc2c1NC(=O)CNC1CCCCC1	99	5	101	101	-1	43	0	0.2	x	13	-4
CCOc1ccc2c(c1)c(C(C)=O)c(C)n2Cc1ccco1	93	-41	96	91	12	8	6	0.5	x	9	-1
COc1ccc(N=C2SCCCN2C)cc1	100	-2	99	101	44	23	-1	0.8	x	13	-4
O=C(Nc1ccc2c(c1)OCO2)c1cn(Cc2ccc(F)cc2)nn1	97	-55	99	101	5	13	3	0.6	x	63	-3
Cc1cccc(OP(N)(=O)Oc2cccc(C)c2C)c1C	103	-15	101	u	-8	7	x	x	7	x	x
Cc1cc(C)cc(N2C(=O)NC(=O)/C(=C\c3cccn3-c3ccccc3)C2=O)c1	107	-5	107	104	8	7	-7	-1.0	x	13	-3
CCOc1cc(C=C2C(=O)NC(=O)NC2=O)ccc1OCC(=O)N1CCOCC1	103	-61	103	99	4	12	-5	-0.8	11	9	0
CN1C(=O)C(=Cc2ccccc2Oc2ccc(Cl)cc2)C(=O)N(C)C1=O	97	-20	101	92	24	26	-2	-0.6	8	23	-2
COc1cc2c(C(=O)O)c(C)n(C)c2cc1Br	94	-25	94	90	-7	6	1	0.1	24	19	3
Cc1ccc(-n2c(C)nc3ccccc3c2=O)cc1C	107	-36	105	109	10	12	0	0.4	-13	10	0
NCCc1ccc(O)cc1	102	-1	102	101	13	11	1	0.1	x	53	-2
O=C1NCN(c2ccccc2)C12CCNCC2	102	-3	104	100	9	7	0	-0.1	x	7	4
C=CCn1c(O)c(C(CC)=Nc2cccc(C(F)(F)F)c2)c(=O)[nH]c1=O	93	1	96	u	14	6	x	x	18	x	x
Cc1ccc2c(c1)C1CN(C)CCC1N2C(=O)/C=C/c1ccc2c(c1)OCO2 (stereo unspecified)	99	-28	100	106	22	9	3	2.0	-24	15	0
Cc1cc(C=C2C(=O)NC(=O)NC2=O)c(C)n1-c1ccncc1	98	-29	97	95	18	x	2	0.1	-5	15	0
CC(=NCc1cccnc1)c1c(O)n(-c2ccc(Cl)cc2)c(=O)[nH]c1=O	101	-15	103	u	-2	6	x	x	9	x	x
CC1(C)CN=C(Nc2ccc(F)c(Cl)c2)S1	105	5	102	u	9	3	x	x	-15	x	x
Cc1c2cnn(CC(=O)N3CCC4(CC3)OCCO4)c(=O)c2c(C)n1Cc1ccccc1	92	-5	95	105	-1	6	1	0.3	x	52	0
O=C(c1ccc(C(F)(F)F)cc1)C1CCCN(C2CCSCC2)C1 (stereo unspecified)	100	-27	101	100	7	7	1	0.8	x	15	-1
Brc1ccc2c(c1)C(OC1CN3CCC1CC3)c1ccccc1CS2 (stereo unspecified)	109	-12	107	109	25	16	4	1.9	x	14	-4
O=C1c2ccccc2C(=O)N1Cc1nc2ccccc2c(=O)n1-c1cccnc1	100	73*	101	99	40	17	0	1.1	x	24	-1
Cc1cc(/C=C2\C(=O)NC(=O)N(c3ccc(Br)cc3)C2=O)c(C)n1C	100	-28	97	98	18	7	1	0.3	0	14	0
CCCC(=O)NC(Oc1ccccc1Cl)C(Cl)(Cl)Cl (stereo unspecified)	104	3	101	101	-3	11	10	1.2	x	26	20
Cc1c(C(=O)N2CCC3(CC2)OCCO3)sc2ncnc(N3CCN(c4ccccn4)CC3)c12	100	-17	98	101	0	14	8	3.0	x	26	-5
O=c1cccc2n1CC1CC2CN(C(c2ccccc2)c2sc3ncnn3c2O)C1 (stereo unspecified)	99	-14	99	99	8	6	1	0.4	x	21	0
CCN1CCN(C(=O)COc2ccc(S(=O)(=O)N(C)Cc3ccccc3)cc2)CC1	82	-15	76	80	0	2	1	0.3	-10	47	-1
COc1ccc(S(=O)(=O)NC(CC(=O)N2CCC3(CC2)OCCO3)C(C)C)cc1 (stereo unspecified)	93	-2	102	99	4	12	1	0.5	-18	x	x
